# Assay outcomes as filed in PubChem.
# ELG1 repair inh = qHTS screen for small molecules that inhibit ELG1-dependent DNA repair in human embryonic kidney (HEK293T) cells expressing luciferase-tagged ELG1; HEK293T ELG1-luciferase reporter, luminescence, 16 h; DNA damage induced by 5-fluorouridine; Potency, µM (highest dose often 46.1 µM), for inactives: top-dose activity change, negative = inhibition, usual class: inhibitors; 330,000 tested, 2.3% active; AID 504467, 2011; further: potency means the concentration at half of the fitted maximal effect; on the % scale 0 is the no-effect control and ±100 the full control effect; nearly all actives have a fitted effect of over 55% in size
#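 Reporter activity after DNA damage by 5-fluorouridine is monitored. Compound-treated cells incubate 16 hr at 37 °C, then ONE-Glo is added for 30 min before luminescence reading.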
# uPA generation = qHTS for Inhibitors of Cell Surface uPA Generation | AID 540303, 2011 | cell surface uPA generation assay, qHTS | Potency, µM (doses to about 38.3 µM), for the others: at the top dose activity change, negative = inhibition, most hits filed as inhibitors | 330,000 tested, 0.31% active; active means well fitted inhibition curve with a large enough effect; inconclusive means small, poorly fitted or top-dose-only effect; inactive means no such curve, though single readings can be large or run the other way; tested in mouse RAW 264.7 cells; further: potency means the concentration at half of the fitted maximal effect; on the % scale 0 is the no-effect control and ±100 the full control effect; nearly all actives have a fitted effect of over 55% in size
# Tb PFK inh = qHTS Assay to Find Inhibitors of T. brucei phosphofructokinase; ATP-dependent 6-phosphofructokinase (Trypanosoma brucei brucei), O15648; T. brucei PFK, ADP-Glo luminescence; Potency, µM (top dose mostly 57.5 µM), without a hit: at the top dose activity, negative = inhibition, hits mostly inhibitors; 330,000 tested, 0.17% active; AID 485367, 2010;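 further: potency means the concentration at half of the fitted maximal effect; 0% = uninhibited 1x PFK enzyme wells and -100% = no-enzyme wells; nearly all actives have a fitted effect of over 60% in size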
#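 ADP-Glo luminescence quantified ADP after 45 min at room temperature, with 1.25 nM T. brucei PFK, 0.1 mM ATP and 0.5 mM fructose-6-phosphate in pH 8.0 TEA buffer. qHTS titrations up to 57 µM; curves classified by quality.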
# Mito fusion act = qHTS Assay for Small Molecule Inhibitors of Mitochondrial Division or Activators of Mitochondrial Fusion. Potency, µM (top dose mostly 46.1 µM), for the others: at the top dose growth rescue (activation), most hits filed as activators. AID 485298, 2010. 320,000 tested, 0.23% active. S. cerevisiae fusion-defective mutant growth rescue, CellTiterGlo 48 h;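 further: potency means the concentration at half of the fitted maximal effect; % of control where 0% means no effect; nearly all actives have a fitted effect of over 45% in size; temperature-sensitive fusion mutants such as fzo1-1 at 37 °C on non-fermentable ethanol glycerol medium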
#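 Luminescent cell viability in 1536-well qHTS format served as the measure of rescued growth in ts fusion-mutant S. cerevisiae cultured on non-fermentable YPEG for 48 hours at 37C.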
# B2AR arrestin = qHTS assay of beta-arrestin-biased ligands of beta2-adrenergic receptor | AID 492947, 2010 | 330,000 tested, 0.02% active | Potency, µM (series often up to 46.1 µM), inactives show top-dose activation, usual class: activators | Beta-2 adrenergic receptor (Homo sapiens), P07550 | beta-arrestin recruitment to beta2AR, cell-based reporter;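 further: potency means the concentration at half of the fitted maximal effect; 0% = DMSO controls and full agonism = EC100 isoproterenol or metaproterenol; nearly all actives have a fitted effect of over 65% in size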
# Target sequence (P07550 whole entry, looked up): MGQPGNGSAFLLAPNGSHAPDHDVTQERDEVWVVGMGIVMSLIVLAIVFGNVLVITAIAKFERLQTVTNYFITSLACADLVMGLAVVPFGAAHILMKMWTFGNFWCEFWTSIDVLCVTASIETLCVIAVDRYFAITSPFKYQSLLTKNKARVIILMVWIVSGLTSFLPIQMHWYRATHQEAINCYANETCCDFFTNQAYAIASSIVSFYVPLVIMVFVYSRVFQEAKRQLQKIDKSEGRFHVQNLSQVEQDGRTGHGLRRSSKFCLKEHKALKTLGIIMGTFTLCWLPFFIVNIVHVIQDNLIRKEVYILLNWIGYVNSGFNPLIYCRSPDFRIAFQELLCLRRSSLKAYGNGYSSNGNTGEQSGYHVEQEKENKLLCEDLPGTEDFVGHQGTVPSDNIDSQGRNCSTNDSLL
# USP2a inh = qHTS Assay for Inhibitors of Ubiquitin-specific Protease USP2a Using CHOP2 as the Reporter | Ubiquitin carboxyl-terminal hydrolase 2 (Homo sapiens), O75604 | USP2 core, Ub-CHOP2 coupled fluorogenic reporter, 485/531 | Potency, µM (doses to about 38.3 µM), for the others: top-dose activity change, negative = inhibition, actives largely listed as inhibitors | 330,000 tested, 0.01% active | AID 463254, 2010;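 further: potency means the concentration at half of the fitted maximal effect; plate controls were DMSO wells for no effect and full inhibition by NEM control for full effect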
#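 USP2 core (10nM final) preincubated 30min RT with compound in 20mM Tris-HCl pH 8.0, 2mM CaCl2, 2mM beta-mercaptoethanol, 0.05% CHAPS; 25nM Ub-CHOP2 plus 25nM reporter substrate added, fluorescence (Ex485/Em531) read after 60min.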
# TSG101-PTAP inh = qHTS Assay for Iinhibitors of HIV-1 Budding by Blocking the Interaction of PTAP/TSG101; Fluorescence polarization, FITC-PTAP peptide / Tsg101 binding; Potency, µM (series often up to 115 µM), inactives show top-dose activity change, negative = inhibition, hits mostly inhibitors; 340,000 tested, under 10 active; Tumor susceptibility gene 101 protein (Homo sapiens), Q99816; active means well fitted inhibition curve with a large enough effect in the main read-out, with a control signal flat, not every such curve was filed as active; inconclusive means small, poorly fitted or top-dose-only effect, or effect the other way, or a change in a side signal; inactive means no such curve, though single readings can be large or run the other way; further: potency means the concentration at half of the fitted maximal effect; % of control where 0% means no effect
# Target sequence (Q99816 whole entry, looked up): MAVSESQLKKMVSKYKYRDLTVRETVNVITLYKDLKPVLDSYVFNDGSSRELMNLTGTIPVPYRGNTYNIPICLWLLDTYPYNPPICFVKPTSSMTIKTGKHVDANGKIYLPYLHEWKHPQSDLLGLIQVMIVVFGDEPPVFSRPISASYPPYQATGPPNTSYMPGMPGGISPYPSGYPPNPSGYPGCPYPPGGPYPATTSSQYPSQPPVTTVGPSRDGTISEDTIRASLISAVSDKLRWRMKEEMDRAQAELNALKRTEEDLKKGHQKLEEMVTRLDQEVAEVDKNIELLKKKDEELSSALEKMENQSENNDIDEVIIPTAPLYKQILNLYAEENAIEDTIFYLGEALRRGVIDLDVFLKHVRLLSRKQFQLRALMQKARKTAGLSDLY
#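 Tsg101 binding domain (10 uM final) was mixed with compound and a FITC-labeled PTAP peptide (50 nM final) in HEPES pH 7.5 buffer with NaCl, Tween 20, EDTA and TCEP; fluorescence polarization was read after 20 min at r.t.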
# TCR act = Activators of T cell receptors: qHTS campaign; primary human leukocytes, anti-CD3, IL-2 HTRF, 48 h; Potency, µM (titrated, usually from 9.22 µM), inactives show at the highest dose activation of IL-2 secretion, actives largely listed as activators; 330,000 tested, under 10 active; further: % of control where 0% means no effect
#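 TCR engagement came from a-CD3 beads alone, with compounds added to primary human leukocytes for 48 hr. Secreted IL-2 bridged europium cryptate- and d2-labelled anti-IL-2 antibodies, giving FRET emission at 665nm after 320nm excitation.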
# Eya2 phos inh = qHTS Assay for Inhibitors of the Phosphatase Activity of Eya2 | Protein phosphatase EYA2 (Homo sapiens), O00167 | recombinant Eya2, OMFP fluorescence dephosphorylation (OMFP is methylfluorescein phosphate) | Potency, µM (top dose mostly 76.9 µM), without a hit: top-dose activity, negative = inhibition, most hits filed as inhibitors | 330,000 tested, 0.006% active | AID 488837, 2010; further: potency means the concentration at half of the fitted maximal effect; on the % scale 0 is the no-effect control and ±100 the full control effect
#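 Eya2 (0.2 uM) preincubated 10 min at ambient with compound, then OMFP substrate added at 50 uM; 10 min reaction in 50 mM HEPES pH 7.5, 50 mM NaCl, 5 uM MgCl2, 0.05% BSA, 1 mM DTT. Fluorescence read at Ex 485/Em 525 nm.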
# Chronic BCR inh = qHTS Assay to Find Inhibitors of Chronic Active B-Cell Receptor Signaling. Potency, µM (series often up to 46.1 µM), without a hit: top-dose ratio change, negative = lower green/red ratio, usual class: inhibitors. 340,000 tested, 0.05% active. AID 493014, 2011. ABC-DLBCL IkBa-CBG/CBR reporter, luminescence ratio, 4 h; active means well fitted inhibition curve with a large enough effect in the signal ratio, with a control signal flat, not every such curve was filed as active; inconclusive means small, poorly fitted or top-dose-only effect, or effect the other way, or a change in a side signal; the % refers to the signal ratio;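 further: potency means the concentration at half of the fitted maximal effect; plate controls were basal doxycycline-induced cells for no effect and cells given 10 µM MG132 for full effect; MG132 reads +100%, hits lower the ratio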
#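 Compounds up to 46 uM were incubated four hours with TMD8 cells whose green CBG68 luciferase is fused to IkappaBalpha; red CBR luminescence normalised the signal, and concentration-effect curves were fitted to fusion, red and ratio data.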
# TSHR antagonist = Antagonists of the Thyroid Stimulating Hormone Receptor: HTS campaign; Thyrotropin receptor (Homo sapiens), P16473; TSHR-expressing cells, TSH-stimulated cAMP HTRF, 2 h; stronger effect = lower value; activity change, negative = inhibition, % at 11.5 µM; 330,000 tested, 0.2% active; AID 504810, 2011;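 active means activity change below a set negative limit, meaning inhibition stronger than a set level, cut at about -70% in these data; inconclusive means activity change between two set negative limits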; further: on the % scale 0 is the no-effect control and ±100 the full control effect
#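 Cell-based HTRF cAMP assay; TSHR cells + compound, TSH EC80 (4nM final), 2 h, 37 deg C. Lysis with anti-cAMP cryptate and cAMP-d2, 30 min RT, read 665/620 nm.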
# * = called active by the depositor; u = inconclusive; x = not tested or not shown; [ ] = remark or other dose. Unless noted, the call rests on the fitted dose curve; in most records, active means well fitted curve in the direction sought with a large enough effect; inconclusive means small, poorly fitted or top-dose-only effect, or another doubt; inactive means no such curve, though single readings can be large; an effect the other way counts as inactive or inconclusive.
item	structure	ELG1 repair inh	uPA generation	Tb PFK inh	Mito fusion act	B2AR arrestin	USP2a inh	TSG101-PTAP inh	TCR act	Eya2 phos inh	Chronic BCR inh	TSHR antagonist
1	CCc1nc(CN2CCN(c3ccc(C(F)(F)F)cn3)CC2)c(C)[nH]1	u	-21%	0%	-3%	-0.3%	-1%	0%	6%	-12%	6%	7
2	CC(=O)NCC(=O)OCC(=O)N1c2ccccc2Sc2ccccc21	-12%	-3%	-1%	14%	-0.1%	0%	-3%	-5%	-6%	0%	9
3	C=C1CC(C)OC(c2ccccc2OCC(O)CN2CCCCC2)C1 (configuration not stated)	2%	3%	3%	-17%	0.0%	0%	-5%	0%	3%	-9%	9
4	CCOC(=O)C1=C(c2ccc(OC)cc2)C(=O)c2ccccc2C1=O	2.9µM*	-17%	0%	-14%	-1.0%	4%	-2%	1%[46.1 µM]	2%	u	5
5	CC(C)Cn1c(SCC(=O)NC(=O)NC2CCCC2)nc2ccccc21	-28%	11%	0%	3%	-1.0%	-1%	0%	3%	-8%	u	-9
6	Cc1ccc(NC(=O)Nc2ccccc2C#N)c(Cl)c1	6%	-2%	1%	5%	-0.4%	2%	-5%	2%	9%	-27%	-6
7	Cc1ccc2nsnc2c1S(=O)(=O)N1CCN(CCc2ccccc2)CC1	u	x	1%	3%	-0.1%	0%	-6%	2%	-9%	-9%	-13
8	O=C(Cc1ccccc1)NCC(=O)OCC(=O)c1ccc(F)cc1	-5%	-3%	3%	1%	-0.5%	0%	-2%	13%	4%	2%	5
9	Cc1ccc2c(c1)c(N=Nc1cccc(C(=O)O)c1)c(O)n2C	u	-9%	3%	2%	-0.2%	4%	-4%	8%	-4%	u	-17
10	Cc1c(C(=O)NN2CCOCC2)oc2c1ccc1ccccc12	-2%	1%	-6%	-5%	0.0%	3%	-4%	-3%	-8%	u	-1
11	COc1ccc(C(C(=O)Nc2ccc3c(c2)OCO3)N(C)C(=O)Cc2c[nH]c3ccccc23)cc1 (configuration not stated)	u	-1%	1%	0%	0.4%	-13%	-2%	-6%	-2%	-3%	16
12	O=C(Cn1nc2ccccc2n1)N/N=C/c1cc([N+](=O)[O-])ccc1O	6.5µM*	-9%	u	-4%	0.1%	-7%	-11%	3%	9%	u	-9
13	O=C(COc1cccc(Br)c1)N/N=C1\CCCc2ccccc21	u	1%	-5%	1%	-0.1%	0%	5%	16%	16%	u	3
14	NNC(=O)c1cncc(Br)c1	10%	-1%	1%	-2%	-0.4%	-4%	-1%	3%	-2%	u	9
15	CCOc1ccc(NC(=O)CSc2nc3ccccc3nc2N2CC(C)OC(C)C2)cc1 (configuration not stated)	-22%	8%	0%	-2%	0.3%	0%	-2%	1%	12%	0%	6
16	COc1cc(/C=N/NC(=O)c2ccccn2)cc2c1OCO2	u	-4%	2%	0%	-0.3%	3%	-3%	1%[46.1 µM]	2%	u	5
17	COCCCNC(=O)C1CCCN(C(=O)Nc2ccc(OC)cc2)C1 (configuration not stated)	6%	-2%	2%	-3%	0.2%	0%	-2%	9%	-7%	10%	-2
18	CCOc1ccc(NC(=O)COC(=O)C2C3CC4OC(=O)C2C4C3)cc1 (configuration not stated)	8%	2%	0%	3%	0.4%	2%	0%	0%	1%	-9%	-26
19	O=C(Nn1cnnc1)c1cc(-c2cccc(Br)c2)nc2ccccc12	u	-11%	0%	3%	-0.4%	-1%	-4%	0%	7%	u	-5
20	Cc1ccccc1NC(=O)c1cccc2nc3ccccc3nc12	u	-4%	-6%	6%	0.0%	3%	-6%	3%	-11%	11%	-38
21	N#Cc1c2c(c(-c3ccccc3)[nH]c1=O)CCCC2	1%	5%	-4%	-2%	-0.3%	0%	4%	0%	10%	u	10
22	Cc1ccc(NC(=O)c2ccc(NCc3ccco3)c([N+](=O)[O-])c2)cc1Cl	8%	-4%	-3%	-4%	4.6%	0%	19%	5%[46.1 µM]	2%	u	29
23	COc1ccccc1CNC(=O)CN1NS(=O)(=O)c2ccccc2C1=O	-1%	9%	1%	x	-0.4%	-1%	-6%	-7%	-4%	-1%	7
24	COc1cccc(CN2CCNC(=O)C2CC(=O)N(C)C2CCOCC2)c1OC (configuration not stated)	6%	-1%	2%	4%	-0.1%	-1%	0%	8%	-5%	u	0
25	CCN(C(=O)c1ccc(Cl)c([N+](=O)[O-])c1)c1ccccc1	u	-5%	6%	-2%	-0.3%	4%	-2%	-1%	-16%	u	-15
26	O=C(COC(=O)C1CC(O)CN1C(=O)Oc1ccccc1)c1ccc(Br)cc1 (configuration not stated)	3%	10%	7%	-4%	-1.4%	2%	0%	2%[46.1 µM]	-5%	-2%	-8
27	CC1CCCCN1C(=O)Cn1cc(C(=O)c2ccco2)c2ccccc21 (configuration not stated)	-1%	7%	-10%	12%	5.4%	-1%	1%	0%	-4%	1%	-8
28	Cn1c(Cc2ccccc2)nnc1SCC(=O)NC1CC1	u	-15%	2%	0%	-0.2%	0%	-1%	6%	18%	-4%	10
29	CCCN1C2CCCC1CC(NC(=S)Nc1cc(C)cc(C)c1)C2 (configuration not stated)	-9%	u	0%	-4%	0.4%	5%	1%	5%	-10%	-12%	-5
30	CC1=C(C(=O)NC2CCCc3c2cnn3-c2cc(F)cc(F)c2)OCCO1 (configuration not stated)	7%	0%	-3%	1%	0.0%	2%	-3%	-1%	-5%	2%	-11
31	O=C(Cc1ccc(O)cc1)NCCNC(=S)NCc1ccccc1	-10%	0%	-1%	-1%	-1.9%	1%	-1%	4%	2%	u	-2
32	CC1(NC(=O)c2ccccc2)CCN(CCCc2ccccc2)C1=O (configuration not stated)	-9%	u	0%	7%	0.0%	-2%	0%	-5%	4%	6%	2
33	COC(=O)c1ccc(-n2nc(C(F)(F)F)c3c2-c2ccoc2CC3)cc1	-4%	1%	4%	11%	-0.2%	0%	5%	1%[46.1 µM]	4%	-10%	-23
34	CCCCOC(=O)c1ccc(NC(=S)NC(=O)c2c(Cl)cnn2C)cc1	2%	4%	3%	-3%	-0.8%	3%	1%	6%	-4%	u	-28
35	Cc1ccc2nc(NC(=O)c3ccc(S(=O)(=O)N4CCCc5ccccc54)cc3)sc2c1	u	-5%	0%	-5%	-2.2%	1%	1%	2%[46.1 µM]	-2%	0%	-5
36	CSc1nnc2c(n1)OC(c1ccsc1)N(C(C)=O)c1ccccc1-2 (configuration not stated)	5%	2%	-5%	-7%	-0.2%	0%	-1%	4%	15%	u	2
37	C[C@H](CO)N1C[C@H](C)[C@@H](CN(C)S(C)(=O)=O)Oc2ccc(NC(=O)Nc3ccccc3)cc2C1=O	24%	2%	10%	x	-0.5%	3%	-4%	3%	16%	0%	-10
38	CC12CCC(C(=O)N(CC(O)CN3CCCCC3)C1=O)C2(C)C (configuration not stated)	u	5%	2%	2%	-0.3%	-7%	0%	3%	-9%	-14%	15
39	O=C(Nc1ccc(-c2ccc([N+](=O)[O-])cc2)cc1)c1ccccc1F	u	3%	0%	1%	0.3%	3%	-4%	-2%	u	2%	8
40	COc1ccc(SC[C@H](Cc2ccccc2)N2CC[C@@H](C(C)(C)C)CCC2=O)cc1	8%	4%	u	7%	-1.8%	0%	0%	3%	4%	1%	12
41	Cc1cc(C(=O)CCC(=O)NCC2COc3ccccc3O2)c(C)s1 (configuration not stated)	10%	1%	1%	22%	-0.1%	2%	1%	6%	7%	u	-14

# Compounds were not picked by outcome, and some 3% of all compounds hit somewhere here.
